HIF-2a block: blocks HIF-2a reporter activity; inhibition, % at 18.8 µM; AID 624352; actives 0.72% (n = 360,000); 786-0 RCC cells HIF-2a reporter, luciferase luminescence, overnight;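 active = inhibition of the luminescence signal of 40% or more relative to plate controls, in a single-dose primary screen at 18.75 µM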
NR2E3 ag-1: agonists of human NR2E3 nuclear receptor | Q9Y5X4 | CHO-S Gal4-NCOR/VP16-NR2E3 two-hybrid, luciferase | inhibition of corepressor binding, % at 3.98 µM | actives 0.35% (n = 360,000) | AID 602229;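 active = inhibition above the mean of all tested compounds plus 3 SD, cut at about 70% in these data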;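 note: 0% = DMSO with NR2E3 transfected cells and 100% = cells lacking NR2E3 construct; higher means lower luciferase signal from less NR2E3 corepressor binding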
Target sequence (Q9Y5X4 whole entry, looked up, the tested form may be a part): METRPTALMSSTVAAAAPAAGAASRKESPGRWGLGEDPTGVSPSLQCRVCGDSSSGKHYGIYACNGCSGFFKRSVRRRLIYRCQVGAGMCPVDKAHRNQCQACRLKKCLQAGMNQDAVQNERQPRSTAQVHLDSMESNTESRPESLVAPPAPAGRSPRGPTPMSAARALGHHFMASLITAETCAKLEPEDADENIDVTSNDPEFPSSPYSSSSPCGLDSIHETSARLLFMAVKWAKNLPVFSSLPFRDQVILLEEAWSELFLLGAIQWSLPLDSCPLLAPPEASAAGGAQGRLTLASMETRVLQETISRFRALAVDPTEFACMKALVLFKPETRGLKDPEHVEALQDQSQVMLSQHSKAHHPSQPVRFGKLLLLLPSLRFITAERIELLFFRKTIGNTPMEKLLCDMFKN
TRPM1 prom inh: reduces MITF-dependent TRPM1 promoter luciferase signal | SK-MEL-5 TRPM1 promoter luciferase, 24 h | actives 0.83% (n = 330,000) | inhibition, % at 12.5 µM;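 active = mean inhibition across replicates of 60% or more, whatever share of single replicates reaches that level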; note: values of inactives mirror those of a sister screen read the other way
Peg3 prom inh: reduces Peg3 promoter-driven luciferase expression in HeLa. inhibition, % at 20 µM. HeLa PEG-Prom luciferase reporter, luminescence, overnight. actives 1.7% (n = 360,000);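 active = inhibition of at least 50% at 20 µM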
HTR2A ag: activates the mouse 5-HT2A serotonin receptor; CHO-K1 mHTR2A beta-arrestin complementation, luminescence; percent of 30 µM serotonin response; activation, % at 7.6 µM; P35363; actives 0.66% (n = 360,000); AID 624169;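 active = activation above a run cutoff, the mean activation of all tested compounds plus 3 SD, cut at about 14% in these data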;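 note: 0% = plate median of compound wells and 100% = 30 µM serotonin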
NR2E3 ag-2: agonists of human nuclear receptor NR2E3 | AID 2300 | GST-NR2E3/biotin-RetCOR TR-FRET, 1536-well | actives 0.12% (n = 320,000) | Q9Y5X4 | inhibition of corepressor binding, % at 4.78 µM;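 active = percent inhibition above the cutoff of mean plus 3 SD of all tested compounds, set per screening campaign, cut at about 20% in these data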;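 note: 0% = DMSO wells and 100% = biotin wells as full block of FRET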
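Format: 1536-well format; test system: GST-NR2E3 and biotin-RetCOR proteins; read-out basis: percent inhibition of TR-FRET ratio; timing: 5 h incubation at 4 °C; detection: time-resolved FRET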
Shn3 3UTR inh: Schnurri-3 reporter inhibition in Clone20 osteoblasts; AID 588674; inhibition, % at 12.5 µM; Clone20 osteoblast Shn3 3'UTR firefly luciferase, 24 h; actives 0.52% (n = 360,000);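 active = mean inhibition of at least 75% with every replicate also reaching 75%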;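 note: 0% = median of neutral control wells and 100% = pilot-screen positive control compound; some compounds past the cut are filed as inactive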
hiPSC survival: increases survival of single human iPS cells. hiPSC single-cell survival, ATPlite luminescence; 100% = ROCK inhibitor wells, 0% = DMSO. survival enhancement, % at 20 µM. actives 0.044% (n = 360,000); in the data active = survival enhancement above about 18%;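 note: cells exposed to compounds for 16 hours before the ATP read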
CaV13 FRET inh: Primary screen for inhibitors of IQ motif and Ca2+-dependent inactivation inhibitor domain binding in CACNA1D, Förster resonance energy transfer in living cells, …; HEK cells, CFP/YFP FRET ICDI-IQ, plate reader, 10 min; percent FRET-ratio fall versus neutral wells; inhibition, % at 12.3 µM; actives 0.098% (n = 340,000); AID 743397;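 active = mean replicate inhibition of at least 30% and at least 1% of replicates passing that level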;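 note: 0% = median of the neutral control wells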
H9c2 protect: modulators protecting cardiomyocytes from myocardial damage; H9c2 cardiomyocytes, H2O2 injury protection, ATPLite, 2 h; AID 588492; actives 0.63% (n = 360,000); protection from H2O2 cell death, % at 20 µM;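 active = compounds giving at least 50% protection of heart cells from peroxide-induced death in the single-dose screen, raw or plate-pattern-corrected value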;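 note: 0% = DMSO wells with peroxide and 100% = DMSO wells without peroxide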
PDI turbidity: PDI (human) enzyme inhibition; inhibition, % at 10 µM; P07237; actives 0.052% (n = 350,000); AID 588391; PDI insulin aggregation turbidity, A650, 90 min;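 active = mean inhibition across replicates of 30% or more, whatever share of single replicates reach that level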;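 note: absorbance from insulin aggregation driven by PDI reduction with DTT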
Target sequence (P07237 whole entry, looked up): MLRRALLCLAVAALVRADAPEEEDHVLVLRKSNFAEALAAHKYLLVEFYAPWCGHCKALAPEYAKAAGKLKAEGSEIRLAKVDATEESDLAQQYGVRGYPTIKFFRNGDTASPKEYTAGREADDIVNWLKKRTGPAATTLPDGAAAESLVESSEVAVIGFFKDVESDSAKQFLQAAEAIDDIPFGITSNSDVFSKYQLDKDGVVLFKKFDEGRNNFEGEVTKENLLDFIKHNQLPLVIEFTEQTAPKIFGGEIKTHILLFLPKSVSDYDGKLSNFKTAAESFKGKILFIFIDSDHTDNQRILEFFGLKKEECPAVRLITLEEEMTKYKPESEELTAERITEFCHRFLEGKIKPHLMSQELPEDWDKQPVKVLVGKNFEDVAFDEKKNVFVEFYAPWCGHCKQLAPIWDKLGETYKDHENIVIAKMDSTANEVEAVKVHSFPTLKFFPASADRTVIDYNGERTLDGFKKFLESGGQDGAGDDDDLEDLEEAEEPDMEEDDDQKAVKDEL
Active calls of the source: *; / = not tested or not shown. Compounds as they come; overall some 3.9% were active at least once.

Compound,hiPSC survival,NR2E3 ag-1,Shn3 3UTR inh,H9c2 protect,NR2E3 ag-2,Peg3 prom inh,PDI turbidity,CaV13 FRET inh,HIF-2a block,HTR2A ag,TRPM1 prom inh
O=c1[nH]c(N2CCOCC2)nc2ccccc12,-0.8,14,1,22,0,12,7,-11,13,-7,-4
COC(=O)[C@@]1(Cc2ccc(F)cc2)[C@H]2c3cc(C(=O)N(C)C)n(Cc4ccsc4Br)c3C[C@H]2CN1C(=O)c1ccccc1,-0.2,3,/,/,/,/,/,-7,-6,1,/
COc1cc(CNC(=O)Nc2nc(C(N)CCc3ccccc3)cs2)cc(OC)c1OC (stereo not given),2.1,4,-13,8,/,40,5,-11,2,5,/
COc1cc(NC(=O)c2ccc([N+](=O)[O-])o2)ccc1NC(=O)c1cccs1,-0.7,-47,71,-27,-2,59*,-8,0,-14,-5,87*
CC(C)CNC(=O)CN(C1CCCCC1)S(C)(=O)=O,3.6,-5,-1,-2,-1,0,3,-6,13,-4,2
COC(=O)NNC(=O)COc1cc(C)c(Br)cc1C(C)C,2.4,-31,1,-8,0,16,-3,-3,24,-2,-6
CN1C2CCC1/C(=C\c1ccc(F)cc1)C(=O)/C2=C/c1ccc(F)cc1,-0.2,4,23,-2,4,18,-6,-2,82*,-6,26
Cc1ccc(Oc2ccc(Cl)cc2N)cc1,-0.6,-21,-53,-5,6,-129,-2,-7,-134,-3,-24
C[C@H]1CN([C@@H](C)CO)C(=O)CCCn2nncc2CO[C@@H]1CN(C)Cc1ccc(C(F)(F)F)cc1,0.2,-2,10,-5,/,17,-6,-3,-1,-5,/
O=C(O)c1cccc2c1-c1ccc(Cl)cc1C2,3.0,-17,2,4,/,-50,2,-5,11,3,4
O=C(COC(=O)CSc1ccc([N+](=O)[O-])cc1)NCC1CCCO1 (stereo not given),0.1,-32,-9,2,/,18,-3,-12,12,-6,4
CCOc1ccc(/C=N/NC(=O)Cn2ccnc2C)cc1,0.7,-2,3,0,-3,0,2,1,12,2,6
O=C(NCc1ccc2c(c1)OCO2)c1ccc(CS(=O)(=O)Cc2cccc(Cl)c2)o1,-1.1,-8,27,1,1,17,-2,-3,22,2,11
CCOC(=O)Cc1csc(NC(=O)c2ccc(Br)cc2)n1,-0.3,-13,36,-18,3,-1,-5,-2,2,6,4
COc1ccc(C(=O)C2CCCN(S(=O)(=O)c3ccc(C(C)=O)cc3)C2)c(C)c1 (stereo not given),0.2,83*,81,-8,-2,11,3,-15,15,7,5

The closing two compounds of the section before come first, to join the parts.
Compound,hiPSC survival,NR2E3 ag-1,Shn3 3UTR inh,H9c2 protect,NR2E3 ag-2,Peg3 prom inh,PDI turbidity,CaV13 FRET inh,HIF-2a block,HTR2A ag,TRPM1 prom inh
CCOC(=O)Cc1csc(NC(=O)c2ccc(Br)cc2)n1,-0.3,-13,36,-18,3,-1,-5,-2,2,6,4
COc1ccc(C(=O)C2CCCN(S(=O)(=O)c3ccc(C(C)=O)cc3)C2)c(C)c1 (stereo not given),0.2,83*,81,-8,-2,11,3,-15,15,7,5
Cc1[nH]n(-c2ccccc2)c(=O)c1C=Nc1ccc(S(=O)(=O)NC(N)=O)cc1,-0.4,2,12,13,-2,3,13,-2,11,-5,-3
COc1ccc(S(=O)(=O)NC(CC(=O)NCc2ccco2)c2ccco2)cc1 (stereo not given),3.7,-7,12,-8,1,-5,-11,-2,4,-5,-9
Cc1cccc(/C=C/c2onc(C)c2S(=O)(=O)N2CCC(C(=O)NC(C)(C)C)CC2)c1,-2.1,-1,-3,4,-4,19,/,-3,8,-5,-6
Cc1cc(NC(=O)CSc2ccccn2)no1,1.5,-3,6,4,5,-21,-2,4,-6,-2,7
CCOC(=O)c1cn[nH]c1NC(=S)Nc1ccccc1,1.3,-172,/,-8,1,-377,18,-3,-371,0,-44
CCOC(=O)c1ccc(NC(=O)c2nc[nH]c2C(=O)NCC(=O)OC(C)(C)C)cc1,5.8,0,10,32,3,27,-3,-6,-9,12,18
COC(=O)CCC(=O)OC1(C)C(=O)C2=CN(CCc3c[nH]c4ccccc34)C(c3ccc(OC)cc3)=CC2=C(Br)C1=O (stereo not given),-3.8,-60,-8,4,3,-36,2,/,-53,2,-4
COC(=O)c1ccc(C2C(Oc3ccc(OC)cc3)C(=O)N2CCc2ccc(F)cc2)cc1 (stereo not given),2.6,-2,8,3,3,8,-13,-5,10,2,5
CC[C@H](C)[C@H]1CNC(=S)N1CC1CCN(CCCCc2ccccc2)CC1,-1.8,20,-19,6,/,-24,-10,-6,2,-7,0
COc1ccc(CNc2ccccc2)cc1Br,0.2,-22,-11,-5,1,-26,-4,-8,-58,-3,-7
CCc1cc(C(=O)NNC(=S)Nc2cccc(C)c2)cs1,0.4,-105,-78,-14,-2,-282,7,-3,-196,-5,-30
CC(C)(C)c1ccc(C(=O)NNC(=O)CCc2ccccc2)cc1,0.1,-23,7,6,-2,10,2,-5,6,-3,/
CCn1c(CCCOc2ccc(Cl)cc2Cl)nnc1SCC(=O)Nc1cccc(F)c1,-1.1,7,-10,-9,-2,-28,-4,-4,-60,-4,-20
Cc1ccc(-n2c(=S)[nH]c3sc4c(c3c2=O)CCC4)cc1,-2.9,-7,-16,-3,19,1,-5,-5,6,-2,6
COc1cc2cc(C(C)(C)O)oc(=O)c2cc1OC,-0.6,12,-33,-2,4,1,-10,-11,11,4,11
Cc1ccc(NC(=O)CCCNC(=O)c2ccc(Cl)cc2)c(O)c1,-0.3,-41,-125,4,0,-146,3,-5,-163,1,-7
Cc1cccc(CNC(=O)C(C)n2nc(C)c3c(C)n(-c4ccccc4)nc3c2=O)c1 (stereo not given),0.0,-7,1,3,-6,20,-4,-7,22,3,11
CN1C2C=C(N(CCc3ccccc3)C(=O)c3ccc(Cl)cc3)CC1CC2 (stereo not given),1.2,-6,17,7,0,12,5,-7,1,-10,-13
COc1ccc(NC(=O)CCC(=O)Nc2cc(OC)c(NC(=O)c3ccco3)cc2OC)c(OC)c1,0.3,-7,14,4,3,16,4,-2,3,6,11
CC1C(=O)CCN(C(C)C)C1C (stereo not given),2.5,-14,-2,3,4,2,-5,-5,12,2,-5
CCN(CC)c1ncnc2c1ncn2[C@H]1CN(Cc2ccc(OC)cc2)C[C@@H](CO)O1,-1.4,-1,5,6,/,-2,1,-11,-1,7,/
COc1cccc(-n2cc3c(=O)n(C)c(=O)n(C)c3c2)c1,-0.2,-58,-22,-1,1,-106,6,-5,-64,0,-16
Cc1ccc(S(=O)(=O)N(C)c2ccc(C(=O)O)cc2)cc1,2.7,15,-13,-3,-3,32,-8,-5,18,1,-3
CCN(CC(=O)NC1CCS(=O)(=O)C1)c1ccc([N+](=O)[O-])cc1C#N (stereo not given),1.1,-2,9,-4,1,-5,-7,-6,4,0,-1
CC(=O)Oc1ccc2ccccc2c1C(NC(=O)Cc1ccccc1)c1ccc(Cl)cc1 (stereo not given),-0.3,-2,7,3,4,50,1,-5,11,-5,10
Cc1cccnc1NC(=O)C1CCN(S(=O)(=O)c2c(C)noc2/C=C/c2ccco2)CC1,-0.1,1,-9,7,-1,6,10,-5,18,1,-3
Cc1cc(C(=O)Nc2cccc3ncccc23)no1,1.1,2,24,13,1,4,-14,-7,3,-1,-5
Cc1ccc(Sc2ccc(NC(=O)c3ccc(S(C)(=O)=O)cc3Cl)cc2)cc1,0.5,1,-8,-12,1,6,1,-4,20,4,18
Cc1ccc(NC(=O)CN(C)C(=O)C(c2ccccc2)c2ccccc2)cc1,-0.7,-3,-2,-8,3,5,-5,-3,0,-5,-18
Cc1ccc([C@H]2C(C(=O)O)=CC[C@@H](c3ccc(C)cc3)N2S(=O)(=O)c2ccc(C)cc2)cc1,3.8,11,-5,22,/,10,12,-3,7,2,-4
OCCNc1ncnc2c1nnn2Cc1ccccc1Cl,-1.4,4,-2,3,/,4,2,-4,-4,6,/
Cc1cccc(OCCCC(=O)NNC(=O)c2cccc(N(C)C)c2)c1,1.2,-23,-49,3,/,-23,-7,-10,-72,2,6
COc1ccc(Cn2nnnc2C(c2ccc(F)cc2)N2CCN(C3CCCC3)CC2)cc1 (stereo not given),-4.1,-11,3,2,-1,4,7,-2,7,-7,35
COc1ccc(CCC(=O)NNC(=O)Nc2ccccc2Cl)cc1,-0.2,-11,13,-6,/,6,2,-8,1,5,2
C=CCN1N=C(/C=C/c2ccc(C)cc2)CCC1=O,2.0,-55,-18,8,-3,-209,-8,-4,-210,-1,-53
COC(=O)c1ccc(N=Nc2c(C)[nH]n(-c3ccccc3)c2=O)cc1,-0.8,-39,-13,9,0,2,0,-6,-25,0,-4
CC1CCN(S(=O)(=O)c2ccc(NC(=O)c3ccccc3F)cc2)CC1,-0.5,13,35,-8,3,13,6,-2,10,-3,14
COc1ccc(CN2CCN(C(=O)c3cccc4ccccc34)CC2)cc1Br,-0.4,-7,-10,-3,0,18,8,-3,9,2,-4

Assay outcomes (PubChem)
